TAAR1 ag = human TAAR1 agonists, primary screen, Fluo-8 calcium fluorescence, CHO RD-HGA16 cells; Trace amine-associated receptor 1 (Homo sapiens), Q96RJ0; vehicle wells 0%, saturating PEA agonist 100%; activation, % at 3 µM; actives 0.99% (n = 360,000); AID 624467, 2012;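 active means activation above the mean activation of all test compounds in the run plus 3 SD, cut at about 38% in these data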
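test system = CHO RD-HGA16 cells carrying human TAAR1 plus Gα16 | schedule = 17-24 h seeding, 75 min 37 °C dye, 30 min RT | compound dosing = 3 µM single concentration | control set = DMSO and PEA EC100 | replicates = n 1 | signal = Fluo-8 fluorescence, 5 s baseline then 140 s kinetic read | measure = percent activation vs PEA EC100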
OXTR potentiate = human OXTR potentiators, primary screen, fluorescence, CHO-OTR cells, Fluo-8 calcium. Oxytocin receptor (Homo sapiens), P30559. Fluo-8 calcium fluorescence, potentiator mode; 0% = oxytocin EC15, 100% = EC100. activation, % at 3 µM. actives 0.061% (n = 320,000). AID 2445, 2010;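 active means activation above that plate's cutoff, the mean activation of tested compounds plus 3 SD, cut at about 6.6% in these data, passing the limit was not always enough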;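 further: 100% uses oxytocin at 75 nM as the full agonist control; some results filed as inactive read as strong as hits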
Target sequence (P30559 whole entry, looked up): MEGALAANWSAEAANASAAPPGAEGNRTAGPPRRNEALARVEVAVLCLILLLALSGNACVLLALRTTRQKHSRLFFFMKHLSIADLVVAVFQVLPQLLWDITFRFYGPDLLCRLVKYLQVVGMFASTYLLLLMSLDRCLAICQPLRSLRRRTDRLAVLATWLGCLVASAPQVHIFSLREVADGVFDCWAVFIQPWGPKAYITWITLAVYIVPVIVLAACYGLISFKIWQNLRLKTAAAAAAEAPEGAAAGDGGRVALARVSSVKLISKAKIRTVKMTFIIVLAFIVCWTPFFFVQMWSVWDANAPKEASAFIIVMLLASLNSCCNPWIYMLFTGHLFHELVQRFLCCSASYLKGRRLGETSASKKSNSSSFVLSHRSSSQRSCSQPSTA
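Measured by – Fluo-8 calcium dye fluorescence · Test system – human OTR in CHO cells · Dosing – one concentration, 3.0 µM compound · Controls – EC15 oxytocin alone as 0%, 75 nM oxytocin as 100% · Evaluation – normalized max/min fluorescence ratio, % activation · Timing – 6 min pre-incubation, 100 s read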
CHO parental Ca = ATP-evoked calcium signal inhibitors, parental CHO, primary screen, counter-screen for OX1R antagonist project, cell-based, fluorescence, Fluo-8 calcium dye; parental CHO-K1, ATP-induced calcium, Fluo-8 fluorescence; actives 0.63% (n = 330,000); inhibition, % at 5.6 µM;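 active means inhibition above that plate's mean sample inhibition plus 3 SD, cut at about 26% in these data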;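 further: 0% = ATP-challenged DMSO wells and 100% = DMSO wells without ATP; some compounds past the cut are filed as inactive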
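test system = CHO parental line | reagent = ATP stimulus | measured by = intracellular calcium via Fluo-8 no-wash fluorescent dye | control set = ATP and no-ATP DMSO wells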
M1 antag = human M1 muscarinic receptor antagonists, primary screen, CHO-K1 cells, Fluo-8 calcium fluorescence, 1536-well. AID 588852, 2011. actives 1.3% (n = 360,000). CHO-K1 hM1, ACh EC80 antagonist. inhibition, % at 3 µM;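 active means percent inhibition above its own plate's cutoff, namely the mean of that plate's compound wells plus 3 SD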;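 further: peak over basal fluorescence ratio during 140 s after agonist addition; 0% = ACh EC80 plus DMSO and 100% = DMSO alone without agonist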
Target sequence (P11229 whole entry, looked up): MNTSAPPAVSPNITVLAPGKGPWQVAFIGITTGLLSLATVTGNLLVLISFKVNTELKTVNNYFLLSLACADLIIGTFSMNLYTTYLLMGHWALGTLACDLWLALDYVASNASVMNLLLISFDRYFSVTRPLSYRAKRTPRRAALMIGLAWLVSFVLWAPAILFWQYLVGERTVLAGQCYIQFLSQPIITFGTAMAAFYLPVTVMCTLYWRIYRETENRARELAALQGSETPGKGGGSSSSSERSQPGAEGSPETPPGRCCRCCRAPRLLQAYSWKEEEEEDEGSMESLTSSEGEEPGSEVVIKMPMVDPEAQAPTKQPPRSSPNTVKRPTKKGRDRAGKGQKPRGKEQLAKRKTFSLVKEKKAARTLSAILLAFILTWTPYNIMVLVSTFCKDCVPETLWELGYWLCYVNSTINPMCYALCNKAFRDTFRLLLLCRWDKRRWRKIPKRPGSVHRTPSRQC
OXTR agonist = human OXTR agonists, primary screen, fluorescence, CHO-OTR cells, Fluo-8 calcium; Oxytocin receptor (Homo sapiens), P30559; Fluo-8 calcium fluorescence; normalized: DMSO 0%, oxytocin 100%; activation, % at 3 µM; actives 0.32% (n = 320,000); AID 2435, 2010;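 active means activation above the mean of all tested compounds plus 3 SD, cutoff set per screening run, cut at about 20% in these data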;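 further: peak over basal fluorescence ratio from a 100 s FLIPR kinetic read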
V1aR counter = agonists of human V1a receptor, primary screen, counter-screen for OXTR agonist project, fluorescence, CHO-V1R cells. activation, % at 3 µM. Vasopressin V1a receptor (Homo sapiens), P37288. Fluo-8 calcium fluorescence, agonist mode; 0% DMSO, 100% 3 nM vasopressin. AID 2797, 2010. actives 0.25% (n = 320,000);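 active means activation above the mean activation of all tested compounds plus 3 SD, per screening run, cut at about 20% in these data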;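 further: signal is peak over basal fluorescence ratio across a 100 second FLIPR read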
CHRM1 PAM = human M1 muscarinic receptor positive allosteric modulators, primary screen, CHO-K1 cells, Fluo-8 calcium fluorescence, 1536-well; Muscarinic acetylcholine receptor M1 (Homo sapiens), P11229; activation, % at 3 µM; CHO-K1 hM1, ACh EC20; 0% = ACh EC20, 100% = maximal ACh; actives 0.088% (n = 360,000); in the data active means activation above about 19%, passing the limit was not always enough
TAAR1 antag = human TAAR1 antagonists, primary screen, Fluo-8 calcium fluorescence, CHO RD-HGA16 cells; Trace amine-associated receptor 1 (Homo sapiens), Q96RJ0; antagonist; inhibition, % at 3 µM; actives 1.5% (n = 360,000); AID 624466, 2012;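 active means inhibition above a per-plate cutoff, the mean inhibition of test compounds on that plate plus 3 SD, cut at about 49% in these data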;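 further: 0% = DMSO plus EC80 beta-PEA response and 100% = DMSO alone without agonist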
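Assay system: CHO-derived RD-HGA16 cells stably expressing human TAAR1 plus Gα16. Timing: 140 s kinetic read after compound, 140 s after agonist. Technique: kinetic Fluo-8 calcium fluorescence measurement. Measure: % inhibition of agonist calcium response.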
M1 ag = human M1 muscarinic receptor agonists, primary screen, Fluo-8 calcium fluorescence, CHO-K1 cells, HTS; Muscarinic acetylcholine receptor M1 (Homo sapiens), P11229; CHO-K1 hM1, agonist mode; 0% DMSO, 100% acetylcholine EC100; activation, % at 3 µM; actives 0.33% (n = 360,000); AID 588814, 2011;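 active means activation above the run's mean compound activation plus 3 SD, cut at about 16% in these data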;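 further: peak over basal fluorescence ratio within a 140 s kinetic read after compound addition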
An asterisk follows results filed as active; · = no result given.

Results follow in this order: M1 ag, OXTR potentiate, CHO parental Ca, V1aR counter, TAAR1 ag, OXTR agonist, M1 antag, TAAR1 antag, CHRM1 PAM
1. Nc1ncnc2c1ncn2[C@@H]1O[C@H](C(=O)N2CCN(c3nc4ccccc4o3)CC2)[C@@H](O)[C@H]1O
→ -3, ·, ·, ·, 2, ·, -25, -4, 2
2. O=C(Nc1ccc(Cl)cc1F)c1ccc2c(c1)C(=O)N(Cc1ccncc1)C2=O
→ 1, -9, -23, 14, 2, 15, -3, 8, 3
3. CCOC(=O)C1CCN(C(=O)Nc2ccc3nccnc3c2)CC1
→ -1, -11, -6, 0.5, 4, 0.2, -18, 4, 5
4. CCCCCCc1cc2cc(C(=O)Nc3cccc(OC)c3)c(=O)oc2cc1O
→ 0, -5, 4, 0.4, 1, 2.1, -7, 12, 13
5. O=c1[nH]c(-c2ccccc2)c(-c2ccccc2)[nH]1
→ -1, 0, -7, -0.1, 5, -1.0, -6, -17, 14
6. CCOCCCNC(=O)CN(c1cc([N+](=O)[O-])ccc1OC)S(C)(=O)=O
→ 8, -5, -12, 0.8, 4, 0.4, -5, -6, 9
7. Cc1snc(S(=O)(=O)/C(C#N)=N/Nc2ccc(C(F)(F)F)cc2)c1C#N
→ 0, -4, 3, 1.4, 6, 1.9, 3, 12, 0
8. CN(CCOc1ccc(F)cc1)Cc1ccccc1
→ -7, -7, -1, -0.5, 15, -0.8, 3, 2, -3
9. CC(=O)Nc1sc(C)c(C)c1C(=O)OC1CCOC1=O (stereo not drawn)
→ -2, -8, -8, 0.3, 2, 1.1, -23, -13, 5
10. COc1ccccc1CNc1nc(NCCOc2ccccc2)c2sccc2n1
→ -1, ·, ·, ·, 0, ·, 18, 45, -13

More records
Results follow in this order: M1 ag, OXTR potentiate, CHO parental Ca, V1aR counter, TAAR1 ag, OXTR agonist, M1 antag, TAAR1 antag, CHRM1 PAM
11. CN1C(=O)CC(C(=O)Nc2ccccc2F)SC1=Nc1ccc2c(c1)OCO2 (stereo not drawn)
→ -2, 7, -13, -1.1, 0, -0.3, -3, -1, 5
12. Cn1c(N)c(C(=O)COC(=O)C2=COCCO2)c(=O)n(C)c1=O
→ -3, -11, -1, 1.4, 10, 0.4, 2, 9, 3
13. Cc1nn(CC(=O)NCCc2ccccc2)c(=O)c2ccccc12
→ -3, -12, 5, -0.6, 8, 0.3, -5, -2, 3
14. COC(=O)NCC(c1cccnc1)N1CCOCC1 (stereo not drawn)
→ -2, -2, 2, 1.1, 1, -0.7, -17, -18, 9
15. S=C(NCC1CCCO1)NC1CCCC1 (stereo not drawn)
→ -1, -8, -4, 1.2, 0, 0.5, 8, -17, 2
16. COC(=O)CC(C(=O)Nc1cc(C(=O)OC)cc(C(=O)OC)c1)N1CCN(C)CC1 (stereo not drawn)
→ -3, -1, 7, 1.1, 9, 0.6, -8, -6, 12
17. c1nc(N2CCN(Cc3ccc4c(c3)OCO4)CC2)c2[nH]cnc2n1
→ -10, -7, 7, 3.1, 3, 1.4, 4, 0, -5
18. Cc1nc2sc3c(c2c2nnc(SCC(=O)NCc4ccco4)n12)CCCC3
→ -4, -5, -49, -0.5, 5, -2.6, -7, 20, 4
19. CCOC(=O)C1CCN(C(=O)CN2C(=O)C(C(C)C)Oc3ccccc32)CC1 (stereo not drawn)
→ 6, -10, -13, 2.2, -4, 0.4, -7, -3, 12
20. Cc1ccc(C(=O)OCC(=O)Nc2ccccc2C(F)(F)F)cc1S(=O)(=O)N1CCOCC1
→ 1, -6, -12, -1.0, 10, -1.6, -13, -14, 8

(further entries)
Results follow in this order: M1 ag, OXTR potentiate, CHO parental Ca, V1aR counter, TAAR1 ag, OXTR agonist, M1 antag, TAAR1 antag, CHRM1 PAM
21. COc1ccc(C(=O)CSc2nnc3ccc(-c4ccccn4)nn23)cc1
→ -4, -2, -1, 0.4, -3, 0.0, -9, -10, 5
22. C=CCOC(=O)C1=C[C@@H](c2coc3ccccc3c2=O)C[C@@H](OCc2ccc(CO)cc2)O1
→ -2, -5, -7, -0.4, 7, 0.2, -8, 3, -1
23. c1ccc(-c2ccc3c(c2)NCCN3)cc1
→ -6, 1, -14, 0.1, -2, 0.6, 11, 0, -2
24. COc1ccccc1N(CC(=O)NCCSc1ccccc1)S(C)(=O)=O
→ 0, -8, -12, -0.3, 1, 0.9, -5, -3, 3
25. Cc1ccc(N=Nc2[nH]c3ccccc3c2O)cc1
→ -3, -9, 5, 22*, 2, 32*, -9, -6, 11
26. Cc1cc(C)n2nc(SCC(=O)N3CCCC3)nc2n1
→ -1, 4, -10, 1.9, 1, 1.2, -25, -25, 8
27. O=C(Cn1cnnn1)NCCc1ccc(Cl)cc1Cl
→ -9, -14, -8, 1.1, 0, 0.4, -12, 11, 7
28. COCC(=O)Nc1nc2n(n1)C(c1ccccc1)CC(c1ccc(OC)cc1)N2 (stereo not drawn)
→ -3, -4, -2, -0.2, 3, 0.6, 6, 6, 1
29. O=C(CCn1ccc2ccccc21)NC1CCCc2ccccc21 (stereo not drawn)
→ -3, -11, -17, -1.3, 8, -1.8, -6, 21, 4
30. Cc1cc(NC(=O)COC(=O)C2CC(=O)N(c3cccc(C)c3C)C2)no1 (stereo not drawn)
→ -5, -3, 3, -0.5, -2, 0.6, -9, 0, 12

New compounds follow.
Results follow in this order: M1 ag, OXTR potentiate, CHO parental Ca, V1aR counter, TAAR1 ag, OXTR agonist, M1 antag, TAAR1 antag, CHRM1 PAM
31. COc1cc2c(-c3ccc4c(c3)OCO4)c(-c3ccsc3)oc(=O)c2cc1OC
→ -5, -5, -9, 0.1, 1, -0.9, 1, 31, -2
32. CN(CC(=O)NCC1CCCCC1)CC(=O)Nc1ccccc1Br
→ 2, -2, -21, 0.6, 0, -0.8, -14, -8, 15
33. COc1ccc(S(=O)(=O)N2CCN(C(=O)c3cnc(C)cn3)CC2)cc1
→ -3, -5, -1, 1.0, 4, 0.3, -7, 4, 2
34. COc1ccccc1CNC(=O)N1CCN(c2ccccc2)CC1
→ -3, -6, -5, 2.1, 1, 1.0, -6, -16, 7
35. COc1cccc2cc(C(=O)c3ccc([N+](=O)[O-])cc3)oc12
→ -8, -9, -13, -1.3, -1, -2.0, -8, -6, 5
36. Cc1cc(S(=O)(=O)NCCCN2CCOCC2)ccc1Br
→ -7, -1, -6, 0.3, 1, 0.1, 0, 3, 1
37. S=C(NCc1ccco1)Nc1ccc(N2CCOCC2)cc1
→ -5, -8, -10, -0.2, 4, -1.4, 5, -8, -5
38. Cc1ccc(C(=O)NC2CCC(C)CC2)o1 (stereo not drawn)
→ 1, -4, -16, -0.2, 2, -2.0, -7, -18, 15
39. Cc1ccc2nc(N3C(=O)C(O)=C(C(=O)c4ccco4)C3c3ccc(O)cc3)sc2c1 (stereo not drawn)
→ 8, -14, 7, 1.1, 1, 1.0, -5, -8, 14
40. CCN(CC(=O)Nc1ccc(NC(C)=O)cc1)C(=O)COc1ccc(C(=O)c2ccccc2)cc1
→ -5, 6, -10, 0.1, 2, -1.9, -8, 12, 7

Quoted from above: compounds 38–40
Results follow in this order: M1 ag, OXTR potentiate, CHO parental Ca, V1aR counter, TAAR1 ag, OXTR agonist, M1 antag, TAAR1 antag, CHRM1 PAM
38. Cc1ccc(C(=O)NC2CCC(C)CC2)o1 (stereo not drawn)
→ 1, -4, -16, -0.2, 2, -2.0, -7, -18, 15
39. Cc1ccc2nc(N3C(=O)C(O)=C(C(=O)c4ccco4)C3c3ccc(O)cc3)sc2c1 (stereo not drawn)
→ 8, -14, 7, 1.1, 1, 1.0, -5, -8, 14
40. CCN(CC(=O)Nc1ccc(NC(C)=O)cc1)C(=O)COc1ccc(C(=O)c2ccccc2)cc1
→ -5, 6, -10, 0.1, 2, -1.9, -8, 12, 7

The list goes on.
Results follow in this order: M1 ag, OXTR potentiate, CHO parental Ca, V1aR counter, TAAR1 ag, OXTR agonist, M1 antag, TAAR1 antag, CHRM1 PAM
41. COc1cc2c(cc1OC)C(c1cccc([N+](=O)[O-])c1)N(C(=O)c1ccccc1C(=O)O)CC2 (stereo not drawn)
→ -6, -2, -1, 0.8, 9, 0.8, -1, -9, 3
42. O=C(c1ccccc1)C(O)c1ccccc1 (stereo not drawn)
→ -2, 1, -8, 0.6, 2, 0.0, -17, -5, 9
43. Cc1sc2ncnc(N3CCC(C(=O)NNC(=O)COc4ccc(Cl)cc4)CC3)c2c1C
→ 2, ·, ·, ·, 23, ·, 11, 70*, -9
44. COc1cccc(/C=C2/Sc3ccc(C(=O)NCCN4CCCC4)cc3NC2=O)c1
→ 0, -10, -22, -0.2, 5, 0.0, -6, -19, 16
45. CCC(C)c1ccc(NC(=S)NCc2ccccc2OC)cc1 (stereo not drawn)
→ -6, ·, ·, ·, 5, ·, 3, 21, -3
46. CCCC(O)(c1ccc(OC)cc1)C(CN(C)C)c1ccccc1 (stereo not drawn)
→ -5, -7, -18, -0.2, 14, 1.3, -7, 4, 11
47. Cn1ncn2c(=O)c3c(nc12)-c1ccccc1CC31CCCC1
→ -6, -2, -15, -1.5, 12, 0.2, -7, -17, 2
48. O=C(O)CCN1C(=O)/C(=C\c2cccc(OCc3ccccc3)c2)SC1=S
→ -1, -5, -3, 1.1, 2, 0.7, 0, -11, 10
49. COc1nc(C)ccc1-c1noc(-c2ccccn2)n1
→ -3, -5, -14, -1.1, ·, -1.4, -12, ·, 14
50. CCOC(=O)c1c(NCC(C)C)c2ccccc2[nH]c1=O
→ -1, 1, -11, 0.9, 0, -1.1, -14, 6, 11
51. Cc1ccc(O)c(CNc2cccc3cccnc23)c1
→ -3, -14, -9, -0.7, 0, -2.9, -14, -10, 13
52. C[N+]12CCCCC1C(COC(=O)c1ccc3c(c1)OCO3)CCC2 (stereo not drawn)
→ -12, 0, -5, 1.5, 9, -0.1, -6, 9, -4
53. CN(C)CCNC(=O)c1csc(Nc2cccc3ccccc23)n1
→ -7, -6, -15, 0.1, 16, 0.8, -10, -1, 7

Compound activity from PubChem BioAssay.
